# Bioassay records as filed in PubChem.
# TRPV1 agonist: agonists of human vanilloid receptor 1 (TRPV1) | Q8NER1 | TRPV1-expressing cells, Fluo-8 calcium influx, agonist mode | activation, % at 8.33 µM | 320,000 compounds, 0.19% hits | AID 540275; in the data active = activation above about 80%; inconclusive = between about 30% and that limit; note: 0% is about no effect
#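 Fluo-8 calcium influx in TRPV1-expressing cells, kinetic read (ex 480/em 520 nm). Compound added and read 3 min for agonist activity, followed by capsaicin at EC20 final and 2 min further read for enhancement.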
# PKM2 activator: PKM2 (human) enzyme activation; 260,000 compounds, 0.34% hits; AID 1631; purified PKM2, Kinase-Glo ATP luminescence, activation; response scale: 0% is enzyme alone, no compound; P14618; Potency, µM (doses to about 57.5 µM), for the others: at the highest dose activation, most hits filed as activators; note: potency is the fitted concentration of half-maximal effect; % is set by controls: 0 for no effect and ±100 for the full control effect; nearly all actives have a fitted effect of over 55% in size
# Target sequence (P14618 whole entry, looked up): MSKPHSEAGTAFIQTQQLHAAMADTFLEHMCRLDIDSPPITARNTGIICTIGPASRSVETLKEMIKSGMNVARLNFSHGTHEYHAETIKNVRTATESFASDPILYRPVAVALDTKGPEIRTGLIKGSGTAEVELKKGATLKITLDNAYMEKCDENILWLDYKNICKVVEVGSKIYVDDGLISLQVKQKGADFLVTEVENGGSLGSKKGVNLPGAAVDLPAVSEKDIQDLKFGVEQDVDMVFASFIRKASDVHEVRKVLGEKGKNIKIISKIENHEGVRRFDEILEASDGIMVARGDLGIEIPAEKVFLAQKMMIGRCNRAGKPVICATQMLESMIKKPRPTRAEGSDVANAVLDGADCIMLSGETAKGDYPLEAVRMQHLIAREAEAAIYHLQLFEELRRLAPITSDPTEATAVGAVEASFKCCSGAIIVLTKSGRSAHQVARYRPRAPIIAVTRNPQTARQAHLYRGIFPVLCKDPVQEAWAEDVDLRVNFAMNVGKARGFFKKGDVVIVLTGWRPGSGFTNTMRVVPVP
#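 Kinase-Glo luminescence reports ATP generated from ADP (0.1 mM) and PEP (0.5 mM) by purified hPK-M2 after 1 h at room temperature, pH 7.2 imidazole buffer; intermediate enzyme activity allows detecting inhibitors and activators.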
# KCNH2 WT inh: blocks the wildtype human KCNH2 potassium channel; Q12809; U2OS, BacMam KCNH2, thallium flux FluxOr; active compounds read low; activity change, % at 1.84 µM; 340,000 compounds, 0.37% hits; AID 720551;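 active = maximum activity change below -70%; inconclusive = maximum activity change between -70% and -50%; inactive = maximum activity change above -50%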; note: % is set by controls: 0 for no effect and ±100 for the full control effect
#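 U2OS cells transduced with wild-type KCNH2 virus are loaded with FluxOr dye for 45 min, and thallium flux is measured in kinetic reads before and after stimulation buffer. Rate constants are normalized to DMSO controls.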
# USP2a inh: USP2a (human) protease inhibition | O75604 | USP2 core, Ub-CHOP2 coupled fluorogenic reporter, 485/531 | Potency, µM (top dose mostly 38.3 µM), for inactives: at the highest dose activity change, negative = inhibition, usual class: inhibitors | 330,000 compounds, 0.01% hits;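 note: potency is the fitted concentration of half-maximal effect; plate controls were DMSO wells for no effect and full inhibition by NEM control for full effect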
#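 USP2 core (10nM final) preincubated 30min RT with compound in 20mM Tris-HCl pH 8.0, 2mM CaCl2, 2mM beta-mercaptoethanol, 0.05% CHAPS; 25nM Ub-CHOP2 plus 25nM reporter substrate added, fluorescence (Ex485/Em531) read after 60min.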
# Giardia kill: kills Giardia lamblia. 340,000 compounds, 0.15% hits. Giardia lamblia trophozoite viability. AID 540267. activity change, % at 7.66 µM, hits read low; in the data active = activity change below about -80%; inconclusive = between about -30% and that limit;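 note: parasites exposed to compound for two days anaerobically before the ATP read; % is set by controls: 0 for no effect and ±100 for the full control effect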
#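 Giardia trophozoites, 100 cells per well, were exposed to compounds for 48 hrs at 37 deg C under anaerobic conditions; viability was then read as ATP content by bioluminescence after 15-30 min at room temperature.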
# CXXC DNA block: MLL CXXC-DNA interaction inhibition; Q03164; MLL-CXXC / FITC-HOXA9 DNA fluorescence polarization; Potency, µM (top dose mostly 115 µM), for inactives: top-dose activity change, negative = inhibition, hits mostly inhibitors; 290,000 compounds, 0.037% hits; AID 2662; active = well fitted inhibition curve with a large enough effect in the polarisation, with a control signal flat, not every such curve was filed as active; inconclusive = small, poorly fitted or top-dose-only effect, or effect the other way, or a change in a side signal; inactive = no such curve, though single readings can be large or run the other way; the % refers to the polarisation; note: potency is the fitted concentration of half-maximal effect
#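 Purified MLL-CXXC (added from a 7 uM solution) was preincubated 5 min at ambient with pinned compounds in 50 mM Tris-HCl pH 7.5, 50 mM NaCl, 1 mM DTT, 0.05% BSA. Fluorescein-labeled HOX-A9 DNA (50 nM solution) followed, 30 min, then polarization read.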
# GALK inhibitor: inhibitors of human galactokinase; P51570; Purified GALK, Kinase-Glo residual ATP luminescence; Potency, µM (highest dose often 57.5 µM), inactives show at the highest dose activity change, negative = inhibition, most hits filed as inhibitors; 270,000 compounds, 0.007% hits; AID 1868; note: potency is the fitted concentration of half-maximal effect; % is set by controls: 0 for no effect and ±100 for the full control effect
#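 GALK at 5 nM final was combined with compound, 35 uM ATP and 100 uM galactose in HEPES pH8.0 with MgCl2 and DTT. The reaction ran one hour at room temperature before luminescent ATP detection.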
# FBPA coupling cs: inhibits coupling enzyme system, counter-screen for aldolase hits | coupling enzyme system counterscreen, AmpLite Red fluorescence | activity change, negative = inhibition, % at 58.2 µM, hits read low | 290,000 compounds, 0.67% hits | AID 2472; in the data active = activity change below about -30%; note: % is set by controls: 0 for no effect and ±100 for the full control effect
#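 Activity here indicates interference with the coupling reaction, not aldolase inhibition. Compounds at 57.5 uM final met coupling enzymes for 10 min at RT; substrate and AmpLite Red detection followed, with a 525/598 nm fluorescence read after 20 min.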
# KCNH2 3.1 block: KCNH2 3.1 (human) potassium channel inhibition; U2OS KCNH2 3.1, thallium flux FluxOr; active compounds read low; activity change, % (tested at about 1.8 µM); 340,000 compounds, 0.95% hits;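 active = maximum activity change below -70%; inconclusive = maximum activity change from -70% to -50%; inactive = maximum activity change above -50%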;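 note: thallium influx rate constant from kinetic fluorescence after stimulation buffer; % is set by controls: 0 for no effect and ±100 for the full control effect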
#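 We transduce U2OS cells with the mutant 3.1 virus, culture them overnight, load FluxOr with Red40 quencher for 45 min, then add stimulation buffer and read kinetically for 2 min to derive a normalized rate constant.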
# B2AR arrestin: beta2AR (human) beta-arrestin recruitment activity | beta-arrestin recruitment to beta2AR, cell-based reporter | Potency, µM (top dose mostly 46.1 µM), inactives show at the top dose activation, most hits filed as activators | 330,000 compounds, 0.02% hits | P07550 | AID 492947;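 note: potency is the fitted concentration of half-maximal effect; 0% = DMSO controls and full agonism = EC100 isoproterenol or metaproterenol; nearly all actives have a fitted effect of over 65% in size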
# Target sequence (P07550 whole entry, looked up): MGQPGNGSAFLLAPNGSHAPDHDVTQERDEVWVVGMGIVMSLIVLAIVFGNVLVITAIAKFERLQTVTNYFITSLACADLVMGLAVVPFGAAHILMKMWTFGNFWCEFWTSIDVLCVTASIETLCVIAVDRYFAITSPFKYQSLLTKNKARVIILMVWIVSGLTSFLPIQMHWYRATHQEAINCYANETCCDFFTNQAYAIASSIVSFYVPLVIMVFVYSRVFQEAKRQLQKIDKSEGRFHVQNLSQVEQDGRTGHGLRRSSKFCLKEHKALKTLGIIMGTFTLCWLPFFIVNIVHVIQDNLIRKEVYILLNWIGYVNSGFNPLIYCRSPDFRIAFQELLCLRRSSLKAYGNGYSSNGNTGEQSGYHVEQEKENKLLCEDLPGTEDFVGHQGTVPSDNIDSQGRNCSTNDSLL
# Menin MLL FP TR: menin-MLL binding inhibition, Texas Red mutant peptide. Potency, µM (titrated, usually from 61.6 µM), without a hit: at the highest dose FP activity change, negative = inhibition, hits mostly inhibitors. AID 1768. 270,000 compounds, 0.23% hits. O00255. Menin + Texas Red MLL mutant peptide, fluorescence polarization; active = well fitted inhibition curve with a large enough effect in the polarisation, with a control signal flat, not every such curve was filed as active; inconclusive = small, poorly fitted or top-dose-only effect, or effect the other way, or a change in a side signal; inactive = no such curve, though single readings can be large or run the other way; the % refers to the polarisation; note: potency is the fitted concentration of half-maximal effect; % of control where 0% means no effect; many of its hits are not listed in these tables
# Starred values were filed as active, the others as inactive; ? = inconclusive; . = not tested or not shown; [ ] = remark or other dose. Unless noted, calls come from the whole dose curve; as a rule, active = well fitted curve in the direction sought with a large enough effect; inconclusive = small, poorly fitted or top-dose-only effect, or another doubt; inactive = no such curve, though single readings can be large; an effect the other way counts as inactive or inconclusive.
SMILES	Menin MLL FP TR	PKM2 activator	USP2a inh	CXXC DNA block	KCNH2 WT inh	KCNH2 3.1 block	TRPV1 agonist	B2AR arrestin	Giardia kill	FBPA coupling cs	GALK inhibitor
Nc1cccnc1Oc1ccc(F)cc1	.	0%	0%	9%	13	0	-2	-1.1%	-16	2	0%
COc1ccccc1-c1oc2ccccc2c1-c1ccccc1OC	.	.	0%	.	-9	-13	.	-0.8%	2	.	.
C=CCn1c(CCc2cc(C(C)(C)C)c(O)c(C(C)(C)C)c2)n[nH]c1=S	-19%	-9%	-1%	-6%	5	-6	16	5.1%	7	-8	-2%
Cc1cc(NC(=O)c2cncc(Br)c2)n(-c2ccccn2)n1	8%	-3%	-2%	-4%	5	14	0	0.1%	8	5	2%
Nc1nnc(N2CCc3ccccc32)s1	8%	-15%	6%	-4%	5	-4	-4	2.9%	-13	5	-3%
CC12COC3(C(N)=O)CC1CCC32C (stereo not given)	-1%	-5%	-1%	11%	1	-2	2	-0.4%	7	3	-3%
CCOc1ccc(-c2noc(CCCC(=O)NCC3CCCO3)n2)cc1OC (stereo not given)	.	0%	-2%	-5%	-5	4	-4	-0.3%	-10	.	5%
Cc1cccn2c(=O)c3cc(C(=O)NC4CCS(=O)(=O)C4)sc3nc12 (stereo not given)	1%	0%	-1%	-8%	0	6	0	-0.5%	7	-1	3%
Cc1cc(C(=O)OCC(=O)Nc2cc(C(F)(F)F)ccc2N2CCOCC2)c(C)o1	-4%	0%	-6%	5%	1	-21	16	-1.2%	1	0	4%
Cc1ccc(C(=O)N/C(=C\c2ccc(-c3cccc([N+](=O)[O-])c3)o2)C(=O)NCCCN(C)C)cc1	-14%	6%	-2%	?	-19	-33	-3	-0.9%	11	-7	-4%
Cc1cc(C)c(S(=O)(=O)N(C)CC(=O)N2CCCCC2)c(C)c1	-21%	0%	2%	3%	4	-12	13	-1.7%	9	2	1%
CC(=O)c1ccc(NC(=O)CSc2nnc(NC(=O)C3CC3)s2)cc1	.	-1%	3%	10%	0	0	2	-0.3%	31[activator]	.	-3%
CN(C)S(=O)(=O)c1ccc(Cl)c(NC(=O)CN2CCc3ccccc3C2)c1	-12%	1%	1%	?	-13	3	14	0.1%	-10	0	7%
S=c1[nH]nc(C2CCCCC2)n1/N=C/c1cccc(Cl)c1Cl	13%	.	-9%	?	2	6	-3	-0.5%	-16	-1	-2%
Cc1ccc(S(=O)(=O)N2CCCC(C(=O)NCC(C)C)C2)cc1 (stereo not given)	-21%	-3%	-1%	-10%	3	2	17	0.3%	-8	-1	8%
Cc1nnc(SCC2=C(C(=O)O)N3C(=O)C(NC(=O)Cc4ccccc4)C3SC2)s1 (stereo not given)	.	.	1%	.	-14	2	0	-0.2%	4	.	.
COc1ccc(NC(=O)c2c(C(F)(F)F)nn(C)c2Cl)cc1	-1%	-3%	1%	11%	2	11	2	0.4%	-20	0	0%
CC1Cc2nc(SCC(=O)N3CCc4ccccc43)n(C)c(=O)c2S1 (stereo not given)	-2%	25%	-1%	1%	-22	9	-1	-0.1%	-15	5	-2%
COc1cc(/C=C2\SC(=S)N(Nc3ncc(C(F)(F)F)cc3Cl)C2=O)cc(OC)c1OC	?	5%	3%	?	0	2	2	-0.5%	6	-6	0%
CC1=C(C#N)C(=O)N(C2CCS(=O)(=O)C2)C(=O)/C1=C\c1ccco1 (stereo not given)	.	27%	-16%	?	.	.	-3	0.4%	.	-31*	.
CC(C)CN1CCN(Cc2cccc3cccnc23)CC1CCO (stereo not given)	-21%	5%	0%	-3%	0	7	2	-1.0%	-11	-1	-1%
Nc1nc2c(s1)COc1ccccc1-2	7%	-5%	8%	0%	0	10	-1	2.7%	5	-1	0%
Cn1c(=O)cc(OCCCC(=O)NCc2ccco2)c2ccccc21	1%	-1%	1%	13%	-11	23	-3	-0.4%	-11	3	-5%
COCCn1c(N)c(N(Cc2ccccc2)C(=O)C2=COCCO2)c(=O)[nH]c1=O	.	-2%	3%	10%	22	-8	-1	0.4%	-4	.	-5%
O=C(N/C(=C/c1cccc([N+](=O)[O-])c1)C(=O)N1CCCCC1)c1cccs1	-13%	-1%	3%	8%	-8	2	3	0.1%	19	1	1%
COc1ccccc1N(C)C(=O)c1cc(S(=O)(=O)N2CCc3ccccc32)cn1C	-10%	3%	1%	.	16	-2	9	-0.5%	6	-6	.
COc1ccccc1C(=O)NC(=O)COC(=O)CCNS(=O)(=O)c1ccccc1	.	.	2%	.	-8	4	4	0.2%	-20	.	.
FC(F)(F)c1ccc(-n2ccnc2)nc1	15%	4%	-2%	2%	-4	2	-4	-0.4%	-20	1	5%
Cc1cc(C)cc(NC(=O)CSc2nc(=O)n(CCN3CCOCC3)c3c2CCCC3)c1	.	.	2%	.	-7	4	-2	-0.5%	8	.	.
Cc1nc2c(-c3ccc(F)cc3)c(C)[nH]n2c(=O)c1Cl	?	-3%	0%	-9%	-5	-4	3	0.0%	1	4	0%
Cc1ccc(C(=O)c2cc3ccccc3o2)cc1C	-5%	-3%	2%	22%	-7	2	?	0.0%	15	-2	-3%
COc1ccc(/C=C/C(=O)Nc2nc(C)c(C(=O)N(C)C)s2)cc1OC	-16%	1%	5%	-3%	-7	9	3	-0.3%	-4	-2	.
CC1CCN(S(=O)(=O)c2ccc(C(=O)Nc3nnc(-c4ccco4)o3)cc2)CC1	?	4%	1%	8%	6	.	-1	-0.1%	-7	8	2%
CCOC(=O)Cc1csc(NC(=O)CSc2nnc(-c3cccnc3)n2Cc2ccco2)n1	-22%	-14%	-1%	0%	18	-7	1	-0.2%	-3	-2	-2%
Cc1cc(=O)c2cc(Br)ccc2[nH]1	-19%	-3%	0%	3%	-8	-5	2	-0.8%	-10	1	-3%
Cc1[nH]n(-c2c(Cl)cc(Cl)cc2Cl)c(=O)c1C=Nc1ccc(S(=O)(=O)N2CCOCC2)cc1	0%	1%	4%	14%	-16	-9	4	-1.2%	-2	1	2%
O=C(c1cc(-c2ccco2)nc2ccccc12)N1CCN(c2ccc(F)cc2)CC1	-3%	10%	-7%	-2%	1	-23	-2	6.6%	-16	-16	3%
Cn1c(=O)c2c(nc(NCCCN3CCOCC3)n2Cc2cccc(Cl)c2)n(C)c1=O	1%	2%	5%	0%	3	3	-1	-0.7%	5	1	8%
O=C(Nc1ccc(Cl)c(S(=O)(=O)N2CCCCC2)c1)c1cnccn1	.	.	2%	.	-4	23	?	-0.4%	-2	.	.
O=C(CC(=O)N/N=C/c1ccc(C(=O)O)cc1)NCCc1ccccc1	0%	-3%[11.5 µM]	-2%	-5%	6	1	1	-0.5%	8	0	-3%
CCCOc1ccc(C(=O)CCC(=O)NNC(=O)c2ccncc2)cc1	.	1%	2%	5%	15	0	1	0.4%	-6	.	-4%
CCc1c(C)c2c(C)nn(-c3ccccc3)c2oc1=O	-7%	0%	2%	-13%	1	14	2	-0.9%	-15	-1	-2%
CCCCOC(=O)C1[C@H]2C(=O)N(Cc3cccs3)C[C@]23C=C[C@H]1O3 (stereo not given in full)	-12%	-2%	-8%	12%	-4	21	3	-1.5%	-9	2	-1%
N=c1c(S(=O)(=O)c2ccc(Cl)cc2)cc2c(=O)n3ccccc3nc2n1C1CCCCC1	.	0%	3%	0%	4	-9	1	-1.5%	4	.	0%
COc1ccc(CCN=C(N)NS(=O)(=O)c2ccccc2)cc1OC	-8%	3%	2%	6%	-5	2	1	-0.3%	10	2	2%
CCC(C)C(NC(=O)C1CCC(C)CC1)C(=O)NC(C(=O)OC)C(C)C (stereo not given)	-13%	3%	4%	0%	-1	2	4	-0.9%	1	1	-2%
COc1ccc(CSc2nc3ccccc3[nH]2)cc1	23%	-21%	0%	-2%	0	0	?	0.4%	?	0	0%
Cc1cccc(N(Cc2ccc(Cl)cc2)S(C)(=O)=O)c1	-7%	-8%	4%	-7%	3	-4	11	-0.3%	-14	4	-1%
Cc1cc2cc(CN(CC3CCCO3)C(=S)Nc3ccccc3)c(=O)[nH]c2cc1C (stereo not given)	4%	-4%	-2%	-2%	1	12	?	0.9%	9	1	-1%
Cn1c(NCCCO)nc2c1c(=O)n(Cc1ccccc1F)c(=O)n2C	9%	20%	-2%	-4%	3	-3	0	-0.6%	0	1	-3%
O=C(CCS(=O)(=O)Cc1ccccc1F)NCc1ccccc1Cl	5%	-20%	0%	0%	-9	-26	1	0.2%	-15	-2	11%

# An excerpt (hit frequency here may not be typical).
